CHRM5 antagonist: blocks acetylcholine activation of human M5 receptor. CHO-hM5 cells, Fluo-8 calcium fluorescence, ACh EC80. inhibition, % at 3 µM. actives 0.59% (n = 360,000). AID 624040;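 active = inhibition above a per-plate cutoff, the mean of that plate's test compounds plus 3 SD, cut at about 27% in these data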;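 also: 0% = acetylcholine EC80 with DMSO and 100% = DMSO without agonist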
Target sequence (P08912 whole entry, looked up): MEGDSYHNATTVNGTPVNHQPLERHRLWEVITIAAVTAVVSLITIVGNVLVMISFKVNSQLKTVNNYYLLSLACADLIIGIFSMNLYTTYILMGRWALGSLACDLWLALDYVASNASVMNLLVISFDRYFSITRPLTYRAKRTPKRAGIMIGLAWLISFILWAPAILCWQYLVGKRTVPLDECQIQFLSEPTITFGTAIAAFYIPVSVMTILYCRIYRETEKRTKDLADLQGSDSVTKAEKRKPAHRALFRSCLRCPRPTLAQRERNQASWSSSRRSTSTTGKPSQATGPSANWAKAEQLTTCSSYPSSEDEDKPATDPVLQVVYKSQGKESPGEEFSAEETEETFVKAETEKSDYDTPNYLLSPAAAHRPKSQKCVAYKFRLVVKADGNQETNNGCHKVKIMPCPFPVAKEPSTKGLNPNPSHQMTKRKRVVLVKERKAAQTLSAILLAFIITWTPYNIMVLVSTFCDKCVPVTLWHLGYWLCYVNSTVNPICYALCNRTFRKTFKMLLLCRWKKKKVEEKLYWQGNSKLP
CHRM1 PAM: potentiates human M1 receptor response to acetylcholine; activation, % at 3 µM; P11229; CHO-K1 hM1, Fluo-8 calcium fluorescence, ACh EC20; 0% = ACh EC20, 100% = maximal ACh; actives 0.088% (n = 360,000); in the data active = activation above about 19%, passing the limit was not always enough
Target sequence (P11229 whole entry, looked up): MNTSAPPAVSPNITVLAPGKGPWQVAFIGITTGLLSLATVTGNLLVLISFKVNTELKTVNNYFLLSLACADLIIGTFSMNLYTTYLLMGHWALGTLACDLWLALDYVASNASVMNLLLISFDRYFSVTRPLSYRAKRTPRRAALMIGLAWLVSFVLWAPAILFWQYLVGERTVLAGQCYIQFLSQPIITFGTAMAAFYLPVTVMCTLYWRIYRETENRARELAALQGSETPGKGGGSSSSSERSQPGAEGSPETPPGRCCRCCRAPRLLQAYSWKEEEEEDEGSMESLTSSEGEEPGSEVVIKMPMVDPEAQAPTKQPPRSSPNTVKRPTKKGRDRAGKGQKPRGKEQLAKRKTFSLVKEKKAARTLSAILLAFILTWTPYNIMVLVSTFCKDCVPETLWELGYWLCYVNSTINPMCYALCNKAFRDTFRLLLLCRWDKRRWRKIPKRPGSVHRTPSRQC
M1 ag: human M1 muscarinic receptor agonism. P11229. CHO-K1 hM1, Fluo-8 calcium fluorescence, agonist mode; 0% DMSO, 100% acetylcholine EC100. activation, % at 3 µM. actives 0.33% (n = 360,000). AID 588814;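 active = activation above the run's mean compound activation plus 3 SD, cut at about 16% in these data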;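 also: peak over basal fluorescence ratio within a 140 s kinetic read after compound addition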
CHRM1 antagonist: antagonists of human M1 muscarinic receptor | P11229 | CHO-K1 hM1, Fluo-8 calcium fluorescence, ACh EC80 antagonist | inhibition, % at 3 µM | actives 1.3% (n = 360,000) | AID 588852;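 active = percent inhibition above its own plate's cutoff, namely the mean of that plate's compound wells plus 3 SD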;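 also: peak over basal fluorescence ratio during 140 s after agonist addition; 0% = ACh EC80 plus DMSO and 100% = DMSO alone without agonist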
M4 ag: CHRM4 agonism in calcium assay; actives 0.14% (n = 360,000); CHO-K1 hM4/Gqi5, Fluo-8 calcium fluorescence; vehicle 0%, full acetylcholine response 100%; activation, % at 3 µM; P08173;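 active = activation above the run mean over all test wells plus 3 SD, cut at about 32% in these data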;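 also: peak over basal fluorescence ratio per well then scaled between controls; 0% = DMSO wells and 100% = acetylcholine at EC100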
M4 antag: antagonists of human muscarinic M4 receptor (CHRM4); CHO-hM4 cells, ACh EC80, Fluo-8 calcium fluorescence; inhibition, % at 3 µM; actives 0.73% (n = 360,000); AID 624125;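 active = inhibition above its plate's cutoff, the mean inhibition of sample wells plus 3 SD, cut at about 27% in these data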;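 also: 0% = acetylcholine EC80 with DMSO and 100% = DMSO without agonist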
TAAR1 agonist: agonists of human TAAR1; Q96RJ0; CHO RD-HGA16 TAAR1, Fluo-8 calcium fluorescence; vehicle wells 0%, saturating PEA agonist 100%; activation, % at 3 µM; actives 0.99% (n = 360,000);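 active = activation above the mean activation of all test compounds in the run plus 3 SD, cut at about 38% in these data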
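Assay system – CHO-derived RD-HGA16 cells with stable Gα16 and human TAAR1 · Compound dosing – one-point dosing at 3 µM (nominal) · Incubation – 17-24 h seeding, 75 min 37 °C dye, 30 min RT · Measured by – kinetic Fluo-8 calcium fluorescence · Control set – DMSO vehicle as 0%, PEA at EC100 as 100% · Repeats – single well for each compound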
M5 PAM: CHRM5 positive allosteric modulation | P08912 | CHO-K1 hM5, Fluo-8 calcium, ACh EC20 PAM; 0% = ACh EC20, 100% = ACh EC100 | activation, % at 3 µM | actives 0.3% (n = 360,000);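 active = activation above the run cutoff, the mean activation of all test compounds plus 3 SD, cut at about 18% in these data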
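Test system: CHO-K1 hM5 cells / Doses: single-point, 3 µM nominal / Times: Post-acetylcholine fluorescence recording 140 s / Technique: Fluo-8 calcium fluorescence / Measure: Max/basal fluorescence ratio as % of EC20–EC100 ACh window / Benchmarks: low control EC20 acetylcholine (0%), high control EC100 acetylcholine (100%) / Replicates: one well per compound, no replicates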
CHRM5 agonist: CHRM5 agonism in calcium assay; P08912; CHO-K1 hM5 cells, Fluo-8 calcium fluorescence; 0% DMSO wells, 100% maximal acetylcholine response; activation, % at 3 µM; actives 0.19% (n = 360,000);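 active = activation above the run's mean over test compounds plus 3 SD, cut at about 23% in these data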;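 also: signal is peak over basal fluorescence ratio across the kinetic read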
* hit, by the source's call; x = no result given.

Results follow in this order: CHRM1 antagonist	CHRM5 antagonist	CHRM1 PAM	TAAR1 agonist	M1 ag	CHRM5 agonist	M4 antag	M4 ag	M5 PAM
CN(C)c1ccnc2sc(C(N)=O)c(N)c12
    7	4	8	16	10	5	2	0	1
CCCOC(=O)Nc1nnc(CCC)s1
    -6	1	3	3	-2	2	3	-1	-2
COC(=O)c1ccc(/C=N/Nc2nc(N3CCCCC3)nc(N3CCCCC3)n2)cc1
    9	1	-2	2	-6	-1	6	1	-5
COc1ccc(CN2C(=O)c3ccccc3C2=O)cc1C(=O)Nc1ccccc1N1CCOCC1
    1	10	10	0	-1	0	5	-1	3
Cc1ccc(-c2csc(NC(=O)c3ccc(-c4ccccc4)cc3)n2)o1
    -1	16	5	x	3	8	40*	9	-6
CCc1ccc(S(=O)(=O)/N=C2/C=C(Sc3ncn[nH]3)C(=O)c3ccccc32)cc1
    12	8	5	x	1	5	1	4	-1
CC(C)(C)S(=O)(=O)N1C[C@H]2C(=CC[C@@H]3C(=O)N(c4ccccc4)C(=O)[C@@H]32)[C@H]1CCO
    1	1	-3	0	-4	1	-7	2	-3
COc1cccc(-n2c(SCC(=O)Nc3cc(C)on3)nc3c([nH]c4ccccc43)c2=O)c1
    -4	1	1	-1	-3	0	-3	0	-2
COC(=O)C(NS(=O)(=O)c1ccc(N2CCCC2=O)cc1)c1ccccc1 (stereo unspecified)
    -11	3	7	1	-1	-3	6	1	-6
CCC(C)C(NS(=O)(=O)c1ccc(C)cc1)C(=O)NCCCN1CCOCC1 (stereo unspecified)
    -10	6	13	1	-1	-4	7	0	-2
Nc1nc2c(c3c1c(=O)oc1ccccc13)CCCCC2
    0	-1	2	13	-4	1	0	0	-3
CC(OC(=O)c1ccc(Cl)nc1)C(=O)Nc1ccc(S(=O)(=O)N2CCCC2)cc1 (stereo unspecified)
    36*	6	-25	0	-7	-5	-3	2	4
CCOc1ncccc1C(=O)OCC(=O)c1ccc(Cl)s1
    -11	3	-1	3	-5	-5	7	0	-4
CN(C)CC#CCC(O)(c1ccccc1)c1ccccc1
    87*	24	-24	4	-7	-19	24	0	-31
COC(=O)C(C#N)(CCC(=O)c1ccccc1)CCC(=O)c1ccccc1
    -15	-2	10	1	-2	2	-3	1	-4
C[C@@H](NC(=O)[C@@H]1Cc2ccccc2CN1)C(=O)NC1CCCCC1
    -12	-5	9	3	-5	-3	2	1	0
Cc1ncc(CN2CCCC(C(=O)Nc3ccc(-n4ccnc4C)cc3)C2)cn1 (stereo unspecified)
    -14	5	13	0	-5	-4	6	1	1
CSc1nc(N)nc(SCC(=O)c2ccccc2)c1C#N
    -16	-8	-6	19	-1	5	-5	9	-10
COc1ccc(OCC(=O)Nc2ccc(NC(=O)c3ccccc3Cl)c(OC)c2)cc1
    -7	26	5	-1	-2	-6	3	7	-10
CC(C)NC(=O)c1cc2c(s1)CCCC2
    -9	-2	4	1	-5	-4	1	0	1
CC(=O)c1c(C)nc2ccc(Cl)cn12
    -2	9	3	5	-6	-6	-10	0	-8
COc1ccc(NC(=O)c2cnc3n(c2=O)CCS3)cc1OC
    -13	1	7	1	1	1	-4	0	-4
COc1cccc(-c2csc3nnc(SCC(=O)c4ccc(NC(C)=O)cc4)n23)c1
    3	2	0	x	-5	4	1	-1	0
CCOC(=O)C(=CNc1cc(C)ccc1C)C(=O)OCC
    -2	-20	7	5	-7	1	-7	-3	13
CC(C)c1ccc(NC(=O)c2cc(Br)ccc2Br)cc1
    26	5	-11	-1	-3	-11	2	-2	-17
Cn1c(=O)c2[nH]c(SCCN3CCCCC3)nc2n(C)c1=S
    1	12	-2	5	-6	-2	-3	1	-2
O=C(OCc1ccc(F)cc1)c1cccnc1Cl
    -10	7	11	-1	0	-1	0	1	-5
CCn1c(COc2cccc(OC)c2)nnc1SCC(=O)N1CCOCC1
    12	6	-8	1	-2	1	-4	1	-5
C=CCn1nnnc1SCC(=O)Nc1ccc(C(=O)OC)cc1
    0	8	4	1	-3	0	6	2	0
COC(=O)c1ccc(CN2C(=O)NC(c3ccccc3)(c3ccccc3)C2=O)o1
    -12	5	8	1	-1	0	-26	4	0
CC(C)OC(=O)CCCNc1ccc([N+](=O)[O-])cc1[N+](=O)[O-]
    2	5	-2	0	-4	1	10	6	-9
Cc1cc(/C=N/NC(=O)c2cccnc2)c(C)n1CC(C)C
    -11	0	10	13	-3	0	-10	1	-2
COc1ccc(-c2nc3cc(C)c(Br)c(C)n3c2Cc2ccccc2C(F)(F)F)cc1OC
    x	12	x	6	x	0	-10	1	-10
CCOC(=O)c1cc(-c2nnc(SCC(=O)Nc3ccc(F)cc3)o2)c(C)nc1C
    -13	-10	10	9	-3	0	6	1	9
Cc1ccnc(N(C(=O)c2cccs2)C(=O)c2cccs2)c1
    13	-3	-4	1	1	-4	-5	-1	-6
O=C(c1cc(-c2ccccn2)nc2c(Cl)cccc12)N1CCN(S(=O)(=O)c2ccccc2)CC1
    -7	8	-1	5	2	1	-10	11	-8
COc1ccccc1OCC(=O)NCCS(=O)(=O)N1CCN(c2ccccc2)CC1
    -8	2	8	5	0	3	-19	7	-3
CC(C(=O)O)(C1CCCCC1)C1(O)CCCCC1 (stereo unspecified)
    -7	2	5	6	-2	0	1	0	-6
COc1ccc(Cl)cc1N1C(=O)/C(=C/c2sccc2C)N=C1SCC(=O)NC1CC1
    18	5	-7	1	-7	-2	-8	5	-7
CC(=O)Nc1ccc(S(=O)(=O)N(C)Cc2cnn(C)c2)cc1
    -3	14	0	3	-2	0	7	3	1

Some of the entries so far, with each value named:
SMILES: CCOC(=O)c1cc(-c2nnc(SCC(=O)Nc3ccc(F)cc3)o2)c(C)nc1C
  CHRM1 antagonist = -13; CHRM5 antagonist = -10; CHRM1 PAM = 10; TAAR1 agonist = 9; M1 ag = -3; CHRM5 agonist = 0; M4 antag = 6; M4 ag = 1; M5 PAM = 9
SMILES: CC(C)OC(=O)CCCNc1ccc([N+](=O)[O-])cc1[N+](=O)[O-]
  CHRM1 antagonist = 2; CHRM5 antagonist = 5; CHRM1 PAM = -2; TAAR1 agonist = 0; M1 ag = -4; CHRM5 agonist = 1; M4 antag = 10; M4 ag = 6; M5 PAM = -9
SMILES: COc1ccc(-c2nc3cc(C)c(Br)c(C)n3c2Cc2ccccc2C(F)(F)F)cc1OC
  CHRM1 antagonist = x; CHRM5 antagonist = 12; CHRM1 PAM = x; TAAR1 agonist = 6; M1 ag = x; CHRM5 agonist = 0; M4 antag = -10; M4 ag = 1; M5 PAM = -10
SMILES: COc1ccccc1OCC(=O)NCCS(=O)(=O)N1CCN(c2ccccc2)CC1
  CHRM1 antagonist = -8; CHRM5 antagonist = 2; CHRM1 PAM = 8; TAAR1 agonist = 5; M1 ag = 0; CHRM5 agonist = 3; M4 antag = -19; M4 ag = 7; M5 PAM = -3

Remaining list, next part.
Results follow in this order: CHRM1 antagonist	CHRM5 antagonist	CHRM1 PAM	TAAR1 agonist	M1 ag	CHRM5 agonist	M4 antag	M4 ag	M5 PAM
C=C(C)CCC(C)N1CCC(n2nccc2NC(=O)CCOc2ccccc2)CC1 (stereo unspecified)
    -19	6	13	1	-3	-5	-3	1	1
CC[C@@H](C)[C@@H]1CN([C@@H](C)CN2CCC[C@H]2CN2C(N)=NC[C@H]2CC(C)C)C(=N)N1CCc1ccc(Cl)c(Cl)c1
    39*	3	-39	0	-13	-13	15	1	-1
O=C(COc1ccc(Cl)cc1)NNC(=O)C(=O)NC1CCCCC1
    -18	8	14	2	-1	-3	9	0	-3
CCOC(=O)c1cc2c(=Cc3ccc(N(C)C)cc3)c3ccccc3n2[n+]1C
    -10	10	12	0	-9	-3	-10	1	9
COc1ccc(N2CCC(CNC(=S)Nc3c(C)cc(C)cc3C)C2)cc1 (stereo unspecified)
    -2	-4	-2	1	-3	-3	7	-1	-1
O=C(NCCCNC(=O)c1ccccc1)c1ccccc1
    -17	12	7	2	-4	-4	9	1	-4
COC(=O)COc1ccc(/C=C2/NC(=O)N(CC(=O)OC)C2=O)cc1
    -4	5	8	2	-2	7	-2	2	5
COc1ccccc1CNS(=O)(=O)c1ccc(Cl)s1
    -18	2	10	5	-2	-4	-1	0	2
O=C(NCc1ccco1)Nc1cccc(-c2ccccc2)c1
    26	8	-12	-1	-3	-4	8	1	1
CCC(CC)C(=O)c1c[nH]c(C(=O)NC2CCCCCC2)c1
    -8	-2	6	4	1	5	-4	2	-3

Entries above that contain an NH in an aromatic ring (four):
Results follow in this order: CHRM1 antagonist	CHRM5 antagonist	CHRM1 PAM	TAAR1 agonist	M1 ag	CHRM5 agonist	M4 antag	M4 ag	M5 PAM
CCc1ccc(S(=O)(=O)/N=C2/C=C(Sc3ncn[nH]3)C(=O)c3ccccc32)cc1
    12	8	5	x	1	5	1	4	-1
COc1cccc(-n2c(SCC(=O)Nc3cc(C)on3)nc3c([nH]c4ccccc43)c2=O)c1
    -4	1	1	-1	-3	0	-3	0	-2
Cn1c(=O)c2[nH]c(SCCN3CCCCC3)nc2n(C)c1=S
    1	12	-2	5	-6	-2	-3	1	-2
CCC(CC)C(=O)c1c[nH]c(C(=O)NC2CCCCCC2)c1
    -8	-2	6	4	1	5	-4	2	-3

Later entries.
Results follow in this order: CHRM1 antagonist	CHRM5 antagonist	CHRM1 PAM	TAAR1 agonist	M1 ag	CHRM5 agonist	M4 antag	M4 ag	M5 PAM
C=CCn1c(SCCC(=O)O)nc2c1c(=O)n(C)c(=O)n2C
    -9	-1	7	6	-3	0	-1	1	2
CC(Cc1cccnc1)NC(=O)c1cc(COc2c(F)cccc2F)on1 (stereo unspecified)
    -11	25	7	1	-3	-2	-3	4	-6
Cc1ccc(-c2csc(NC(=O)CN3CCC(C(N)=O)CC3)n2)cc1
    1	10	-13	4	-9	-4	-13	2	-10
CCN(CC(=O)Nc1ccc(NC(C)=O)cc1)C(=O)/C=C/c1ccc(S(=O)(=O)N2CCCCCC2)cc1
    -2	6	4	1	-5	-4	1	1	2
CCN1CCCC1CN(Cc1cc2ccc(C)cc2[nH]c1=O)C(=S)Nc1ccccc1OC (stereo unspecified)
    0	11	-2	0	-8	-5	2	1	-3
CS(=O)(=O)N1CCN(c2ccc(NC(=S)NC(=O)c3cccs3)cc2)CC1
    7	3	0	9	0	-2	0	2	-2
Cn1c(=O)[nH]c(=O)c2c1nc1n2CCCS1
    -8	-5	4	10	-3	-4	-1	0	6
CCOC(=O)c1ccccc1NC(=O)Cc1ccccc1OC
    -7	1	2	6	-7	0	5	-3	-2

Of the compounds above, two contain a cyano group:
Results follow in this order: CHRM1 antagonist	CHRM5 antagonist	CHRM1 PAM	TAAR1 agonist	M1 ag	CHRM5 agonist	M4 antag	M4 ag	M5 PAM
COC(=O)C(C#N)(CCC(=O)c1ccccc1)CCC(=O)c1ccccc1
    -15	-2	10	1	-2	2	-3	1	-4
CSc1nc(N)nc(SCC(=O)c2ccccc2)c1C#N
    -16	-8	-6	19	-1	5	-5	9	-10

Screening results (PubChem BioAssay)

These rows are one share of the data; rates above refer to the full screens.
